ERK EGF inh: inhibitors of EGF-stimulated ERK signaling pathway | Potency, µM (doses to about 11.5 µM), without a hit: top-dose activity change, negative = inhibition, actives largely listed as inhibitors | HEK293-V1b, EGF-stimulated phospho-ERK AlphaScreen | hit rate 0.41% among 130,000; active means well fitted inhibition curve with a large enough effect; inconclusive means small, poorly fitted or top-dose-only effect, or effect the other way;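 further: plate controls were stimulated vehicle wells for no effect and unstimulated vehicle basal for full effect; nearly all actives have a fitted effect of over 55% in size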
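In this qHTS, HEK293 cells with stable type-1 vasopressin (V1b) receptor were exposed to compound at 37C for 30 min, stimulated 5 min with EGF at 25 nM, lysed, and probed for phospho-ERK by AlphaScreen.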
Starred values were filed as active, the others as inactive; u = inconclusive; [ ] = remark or other dose. Potency means the concentration at half of the fitted maximal effect. An excerpt; rates above refer to the full screens.

ERK EGF inh	Structure
-1%	Cn1c(=O)n(C)c2cc([N+](=O)[O-])c(N3CCN(C(=O)c4cccc(Cl)c4)CC3)cc21
6%	CCn1nc(C)c(NS(=O)(=O)c2ccc(C)cc2)c1C
2%[57.5 µM]	COc1ccccc1NC(=O)c1coc(=O)c(Br)c1
-2%	Cc1ccc(N2C(=O)C(O)(C(F)(F)F)C3=C2CC(C)(C)CC3=O)cc1 (stereo not drawn)
-8%	COc1ccc(C2SCC(=O)N2c2nnc(C34CC5CC(CC(C5)C3)C4)s2)cc1 (stereo not drawn)
11%[25.7 µM]	CC(C)(C)NC[C@H](O)COc1cccc2c1CCC(=O)N2
-3%	O=C(/C=C/c1ccc([N+](=O)[O-])cc1)NC1CC2CCC1C2 (stereo not drawn)
u	COc1ccc(/C=C2\SC(=S)N(CCCC(=O)Nc3ccc(O)cc3)C2=O)cc1
3%[57.5 µM]	O=C(Nc1c(S(=O)(=O)c2ccc(Cl)cc2)csc1Br)c1ccccc1Cl
-14%	Fc1ccc(NC(=S)Nc2cccnc2)cc1Cl
3%[57.5 µM]	CCn1c(=N)n(CC(=O)c2ccc(Br)s2)c2ccccc21
-3%[57.5 µM]	Cc1cc(/C=C2\NC(=O)NC2=O)c(C)n1-c1cccnc1
2%[57.5 µM]	Cc1ccc(S(=O)(=O)N(C)/N=C/c2ccc(C(=O)O)cc2)cc1
10%	Cc1cc[n+](CC(=O)c2ccccc2)c2ccccc12
-1%	C=CCOc1ccccc1CNc1cccc(F)c1
5%	O=C(Cc1ccc(Cl)cc1)N/N=C/c1ccncc1
8%	COc1cc(/C=N/O)cc(Br)c1OC
-10%	CCOC(=O)c1c(C)[nH]c(C)c1C(=O)COC(=O)/C=C/c1cccc(F)c1
-5%[57.5 µM]	Cc1cc(C)cc(C(=O)NC(CC(N)=O)c2ccc(NC3CCCCCC3)c([N+](=O)[O-])c2)c1 (stereo not drawn)
4%	COc1cc(C(=O)Nc2ccc(S(=O)(=O)Nc3ncccn3)cc2)c([N+](=O)[O-])cc1OC
-1%[57.5 µM]	FC(F)(F)c1cnc(N2CCSCC2)c(Cl)c1
2%	OCC1(Cc2ccc(Cl)cc2)CCN(CCCc2ccccc2)CC1
13%	COc1ccccc1-n1c(SCC(=O)c2ccc(O)cc2O)nc2cc([N+](=O)[O-])ccc21
2%[57.5 µM]	O=C(O)[C@H]1Cc2ccccc2CN1S(=O)(=O)c1ccc(F)cc1
-7%[57.5 µM]	C/C(=C\c1cccs1)C(=O)c1c(C)cc(C)[nH]c1=O
-4%	O=S(=O)(Cc1c(F)cccc1Cl)c1ncn[nH]1
u	COc1c2ccccc2c(OC)c2ccccc12
7%[57.5 µM]	Cc1ccc(C(=O)NNC2=Nc3cc([N+](=O)[O-])ccc3OC2)cc1
-1%	Cc1[nH]c2ccccc2c1/C=N\NC(=O)Cn1nnc(-c2ccccc2)n1
0%	Oc1ccc(F)c2cccnc12

4 entries from above, as labelled records.
Cc1ccc(C(=O)NNC2=Nc3cc([N+](=O)[O-])ccc3OC2)cc1
  ERK EGF inh: 7%[57.5 µM]
C/C(=C\c1cccs1)C(=O)c1c(C)cc(C)[nH]c1=O
  ERK EGF inh: -7%[57.5 µM]
Oc1ccc(F)c2cccnc12
  ERK EGF inh: 0%
Cc1cc(C)cc(C(=O)NC(CC(N)=O)c2ccc(NC3CCCCCC3)c([N+](=O)[O-])c2)c1 (stereo not drawn)
  ERK EGF inh: -5%[57.5 µM]

(listing goes on)
ERK EGF inh	Structure
-18%[57.5 µM]	CCOC(=O)C1(Cc2ccc(Cl)cc2)CCN(C(=O)C2CCCO2)CC1 (stereo not drawn)
-1%	CC(C)c1onc(C(=O)Nc2cccnc2Cl)c1[N+](=O)[O-]
1%	Cc1ccc(C)c(OCC(=O)Nc2cc(C)on2)c1
-2%[57.5 µM]	Cc1nn(CCC#N)c(C)c1Oc1ccccc1O
0%	COc1ccccc1CNC(=O)CSc1nnc2c(Cl)cc(C(F)(F)F)cn12
5%	CCN1CCCC1CN(Cc1cc2ccc(C)cc2[nH]c1=O)C(=S)Nc1ccc(F)cc1 (stereo not drawn)
-4%[57.5 µM]	Cc1ccc(CNC(=S)N(C)C)cc1
2%	O=C(NN1C(=O)C2C(c3ccccc3)C=CC(c3ccccc3)C2C1=O)c1ccccc1 (stereo not drawn)
-15%[57.5 µM]	Cc1ccc(S(=O)(=O)N2CCN(CC(=O)N/N=C/c3ccccc3OCC(=O)O)CC2)cc1
5%	O=[N+]([O-])c1ccccc1SNc1ccccn1
-7%	COc1ccc(C)cc1S(=O)(=O)N(C)CC(=O)N1CCN(c2ccccc2)CC1
19%	Cc1c(NC(=O)CN2C(=O)NC(C)(c3ccccc3)C2=O)c(=O)n(-c2ccccc2)n1C (stereo not drawn)
15%	CC(C)NCC(O)COc1cccc2ccccc12 (stereo not drawn)
-5%	CC(C)[C@@H]1NC(=O)c2cc([N+](=O)[O-])cc(I)c2OCC[C@@H](C(N)=O)NC(=O)[C@H](CCC(=O)O)NC1=O
-3%	O/N=C/c1ccn(-c2ccc(Br)cc2)c1
-11%[57.5 µM]	Nc1ccc(Br)c[n+]1Cc1cccc2cccnc12
6%	O=C(/C=C/c1ccco1)NCC(=O)N/N=C/c1ccc([N+](=O)[O-])cc1
-5%	O=C(O)c1ccc(-c2nc(-c3ccccc3)cs2)cc1
-6%	COc1ccc(C(=O)NCC(=O)NCC(=O)OCC(=O)c2cccs2)cc1
0%	Cc1nc2ccccc2nc1OCc1cccc(Cl)c1
-6%	CC(=O)Nc1ccc(N(C(=O)c2ccco2)C(C(=O)NC2CCCC2)c2cccs2)cc1 (stereo not drawn)
10%[25.7 µM]	C=CCc1ccccc1OC[C@H](O)CNC(C)C
-2%	CCN1/C(=C2\OC(=S)N(C)C2=O)C=Cc2ccccc21
4%	CNc1nc(Cl)c(SC)c(N2CCOCC2)n1
-5%	O=c1c2ccccc2oc2nc(-c3ccco3)n(-c3ccccc3)c(=O)c12
-4%[57.5 µM]	C/C(Cc1ccccc1)=N\NC(=O)CNC(=O)c1cccc(Cl)c1
1%	O=C(O)c1ccc(-n2nc(C(F)(F)F)c3c2CCCC3)cc1
0%	COc1ccc(OCC(=O)Nn2c(-c3ccc(C)cc3)nc3ccccc3c2=O)cc1
19%	CCNc1ccc(S(=O)(=O)N(C)C)cc1NCC(=O)Nc1ccc(Br)cc1F
-1%	CCOC(=O)CNC(=O)N1CCCC(C(=O)c2ccc3c(c2)OCO3)C1 (stereo not drawn)
6%	C=COCCNC(=S)N1CCOCCOCCN(C(=S)NCCOC=C)CCOCC1
7%	O=C1CN(C(=O)c2ccc(F)c(S(=O)(=O)N3CCOCC3)c2)c2ccccc2N1
1%	COc1cc(C(N)=O)cc(Br)c1OCc1ccccc1
3%[57.5 µM]	c1ccc(Cn2ncc3c(Nc4ccccc4)ncnc32)cc1
-10%	COc1ccc(/C=C/C(=O)N2CCN(S(=O)(=O)c3ccccc3)CC2)cc1OC
5%	O=C(OCc1cccc([N+](=O)[O-])c1)c1ccc2ccccc2n1
-5%	O=C(c1ccccc1NS(=O)(=O)c1cccs1)N1CCOCC1
2%	O=C(NCc1cccnc1)c1cc(Sc2cccc(Cl)c2)nc2ccccc12
-9%	COc1ccc(-n2ccnc2SCC(=O)NCc2ccccc2)c(OC)c1
9%	COc1ccc(C(=O)N2CCN(S(=O)(=O)c3ccc(C)cc3C)CC2)cc1OC
5%[57.5 µM]	COC(=O)c1[nH]c(C)c(/C(O)=C2\C(=O)C(=O)N(CCN3CCOCC3)C2c2ccco2)c1C (stereo not drawn)
2%	CCOc1ccc(CNC(=O)CCc2cn(C)c3ccccc23)cc1OC
4%	CN(C)S(=O)(=O)c1ccc(Cl)c(NC(=O)CSc2nc3ccccc3c(=O)n2CCCN2CCOCC2)c1
3%[57.5 µM]	CC(C)(C)C(=O)Nc1ccc(-c2cc3cc(Cl)ccc3o2)cc1
u	CC(C)=CCC/C(C)=C/CC/C(C)=C/CC/C(C)=C/CC1=C(C)C(=O)c2ccccc2C1=O
-5%[57.5 µM]	COc1ccc(NC(=O)c2ccc(NC(=O)CSc3nccc(=O)[nH]3)cc2)cc1
10%	COc1cccc(CN2CCCC(CNC(=O)c3ccc(F)cc3)C2)c1OC (stereo not drawn)
-1%[57.5 µM]	CC1(C)CC(CC(=O)O)(c2ccc(Cl)cc2)CCO1 (stereo not drawn)
-3%[57.5 µM]	O=C(NCc1cccc(Cl)c1)NC(=O)c1csc([N+](=O)[O-])c1
-6%	Cc1ccc(-n2ncc3c(=O)n(CC(=O)N4CCN(c5ccccc5F)CC4)cnc32)cc1C
-3%	Fc1ccc(NC(=S)Nc2cccnc2)c(F)c1F
0%	COc1ccc(NC(=O)N2CC3(CCN(S(=O)(=O)c4ccccc4)CC3)C2)cc1
3%	COc1ccc(/C=N/NC(=S)NCc2ccccc2)cc1OC
-2%	O=C(O)CCc1nn2c3ccccc3nc2n(Cc2ccccc2)c1=O
-4%	N#Cc1cccc(CS(=O)(=O)c2ccccc2)c1
4%	Cc1c(NC(=O)CSc2nnnn2-c2ccc(C(=O)O)cc2)c(=O)n(-c2ccccc2)n1C
8%[57.5 µM]	CCOc1ccc(/C=N/NC(=O)c2nnn(-c3nonc3N)c2COc2ccc(F)cc2)cc1
0%	COc1ccc(C(=O)N/C(=C\c2ccccc2)C(=O)NC(CC(C)C)C(=O)O)cc1 (stereo not drawn)
0%	CCC(=O)N1CCc2cc(Br)cc(S(=O)(=O)N3CCCCCC3)c21
-1%	CCCc1nnc(NC(=O)CCC(=O)N2CCN(C3c4ccccc4-c4ccccc43)CC2)s1

The list continues.
ERK EGF inh	Structure
5%	O=c1[nH]c(CSc2ccccn2)nc2c1cnn2-c1ccccc1
26%	COc1cccc(C2C3=C(CCCC3=O)NC3=C2C(=O)c2ccccc23)c1 (stereo not drawn)
-4%	CCn1c(COc2cccc3cccnc23)nnc1SC(F)F
2%	O=C(CCSc1ccc(Cl)cc1)NCc1ccncc1
-4%	O=C(NCCn1cc(SCc2ccc(F)cc2)c2ccccc21)c1c(F)cccc1F
-15%[57.5 µM]	COc1ccc2c(c1)CC1c3c(cc4c(c3-2)OCO4)CC[N+]1(C)[O-] (stereo not drawn)
-1%[57.5 µM]	COc1ccc(-n2c(=S)[nH]c(=O)c3cccnc32)cc1
6%	Cn1cnc([N+](=O)[O-])c1Oc1ccc2ccccc2c1
0%[57.5 µM]	COC(=O)N/N=C(\C)c1cccs1
-7%	Cc1csc(NC(=O)c2cc([N+](=O)[O-])cc([N+](=O)[O-])c2)n1
-1%[57.5 µM]	C[C@@H]1C[C@@H]2O[C@H]2/C=C\C=C\C(=O)Cc2c(Cl)c(O)cc(O)c2C(=O)O1
8%	Cc1ccc(NC2=C(Cl)C(=O)OC2NC(=O)c2ccccc2)cc1 (stereo not drawn)
4%	CCCc1cc2c(n1Cc1cc(F)cc(F)c1)C(C)C1CN(C(=O)c3ccccc3)C(C)(C(=O)OC)C21 (stereo not drawn)
-5%	O=C(COC(=O)/C=C/c1ccccc1[N+](=O)[O-])NC1CCS(=O)(=O)C1 (stereo not drawn)
1%	COc1ccc(OC)c(/C=N/NC(=O)C(=O)N2CCCC2)c1
-6%	Cc1ccc(Cl)cc1NC(=O)CCN1C(=O)C2C3CCC(C3)C2C1=O (stereo not drawn)
1%	COc1cccc(NC(=O)C(C)SCc2ccccc2)c1 (stereo not drawn)
1%[57.5 µM]	Cc1ccc(-c2nn(CCC(=O)Nc3cccnc3)c(=O)c3ccccc23)cc1
1%	CCOC(=O)C/C(C)=N/NC(=O)Nc1ccccc1
4%	CC(=O)c1ccc(NC(=O)C(NC(=O)c2ccccc2)=C(C)C)cc1
0%	CCNS(=O)(=O)c1ccc(CCC(=O)Nc2ccccc2C(=O)OC)cc1
-13%	CCSc1ncnc2sc(C)c(C)c12
7%	CC(C)C12CN3CCN(CC(C3)/C1=N\NC(=O)Nc1ccccc1)C2
-1%	CCOc1ccccc1-n1c(SCC(=O)N2CCCc3ccccc32)nnc1-c1cccnc1
-10%[57.5 µM]	O=C(c1nc2ccccn2c1CNCCOc1cccnc1)N1CCOCC1
2%	O=C(Nc1ccnc(-c2ccncc2)n1)C1CC1
-10%[57.5 µM]	CC(C)CN1CCN(Cc2ccc3ncccc3c2)CC1CCO (stereo not drawn)
-2%	C=CCc1cc(Cl)ccc1OCCCNCCO
5%	O=C(COC(=O)CC(c1ccccc1)c1ccccc1)NCc1ccccc1
8%	CCN(C(=O)CSc1nc2ccccc2c(=O)n1C(C)COC)C1CCS(=O)(=O)C1 (stereo not drawn)
-3%	O=C(NC1(C(F)(F)F)NC(=O)N(c2ccc(F)cc2)C1=O)c1cccs1 (stereo not drawn)
3%[57.5 µM]	Cc1nc(C(F)(F)F)ccc1C(=O)Nc1ccc(C(F)(F)F)cn1
-1%	O=c1cnc2cnc(Oc3ccccc3)nc2n1C[C@H]1CCCO1
-13%[57.5 µM]	COc1cccc(C(=O)C2CCCN(Cc3cccn3-c3cccnc3)C2)c1 (stereo not drawn)
4%[57.5 µM]	Cc1cccc(C)c1N1C(=O)[C@@H]2C(c3ccccc3Cl)=NO[C@@H]2C1=O
-5%	Cc1cccc(/N=C/c2c(O)n(Cc3ccc4c(c3)OCO4)c(=O)c3ccccc23)n1

An excerpt of these results, field by field:
mol: O=C(NC1(C(F)(F)F)NC(=O)N(c2ccc(F)cc2)C1=O)c1cccs1 (stereo not drawn)
  ERK EGF inh = -3%

mol: Cc1nc(C(F)(F)F)ccc1C(=O)Nc1ccc(C(F)(F)F)cn1
  ERK EGF inh = 3%[57.5 µM]

mol: O=c1cnc2cnc(Oc3ccccc3)nc2n1C[C@H]1CCCO1
  ERK EGF inh = -1%

mol: COc1cccc(C(=O)C2CCCN(Cc3cccn3-c3cccnc3)C2)c1 (stereo not drawn)
  ERK EGF inh = -13%[57.5 µM]

Source: PubChem (National Center for Advancing Translational Sciences (NCATS))
